Source: PubChem BioAssay (National Center for Advancing Translational Sciences (NCATS))
Epigenetic derep: Quantitative High-Throughput Screen for Regulators of Epigenetic Control | murine LDR cells, GFP reporter derepression, 30 h | Potency, µM (doses to about 53.9 µM), for inactives: top-dose GFP activation, most hits filed as activators | 280,000 compounds, 0.2% hits | AID 1865, 2009; note: potency is the fitted concentration of half-maximal effect; % of control where 0% means no effect; nearly all actives have a fitted effect of over 60% in size
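Murine LDR cells carrying a silenced, genomically integrated CMV-driven GFP reporter were exposed to compound for 30 hours at 37 C. After PBS washes, GFP-positive cells (20–120 um objects) were counted by laser-scanning microplate cytometry.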
CBFb-RUNX1 inh: qHTS Assay for Compounds Blocking the Interaction Between CBF-beta and RUNX1 for the Treatment of Acute Myeloid Leukemia; 230,000 tested, under 10 active; AID 1477, 2009; Potency, µM (titrated, usually from 59.8 µM), inactives show at the highest dose activity, negative = inhibition, hits mostly inhibitors; AlphaScreen CBFb-His/RUNX1-biotin binding, biochemical; Runt-related transcription factor 1 (Homo sapiens) + Core-binding factor subunit beta …; note: % of control where 0% means no effect
Target sequence (Q01196 whole entry, looked up): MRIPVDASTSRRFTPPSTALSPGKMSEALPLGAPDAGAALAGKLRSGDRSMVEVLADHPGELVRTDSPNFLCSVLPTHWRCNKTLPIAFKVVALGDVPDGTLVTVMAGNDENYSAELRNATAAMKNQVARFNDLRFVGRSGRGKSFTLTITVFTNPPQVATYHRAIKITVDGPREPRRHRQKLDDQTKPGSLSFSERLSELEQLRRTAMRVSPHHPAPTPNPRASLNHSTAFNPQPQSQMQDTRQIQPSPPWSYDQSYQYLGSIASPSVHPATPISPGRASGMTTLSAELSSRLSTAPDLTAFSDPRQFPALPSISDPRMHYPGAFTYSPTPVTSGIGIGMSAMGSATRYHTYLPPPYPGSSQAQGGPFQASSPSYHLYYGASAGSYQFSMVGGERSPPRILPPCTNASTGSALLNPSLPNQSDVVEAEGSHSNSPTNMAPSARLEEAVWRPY
Target sequence (Q13951 whole entry, looked up): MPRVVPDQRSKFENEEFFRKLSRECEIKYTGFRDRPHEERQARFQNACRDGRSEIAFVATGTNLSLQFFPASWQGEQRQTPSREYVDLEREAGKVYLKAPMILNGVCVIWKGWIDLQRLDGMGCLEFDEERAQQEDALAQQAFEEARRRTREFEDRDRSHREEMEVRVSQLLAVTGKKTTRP
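Proteins preincubated together for 20 min at RT before compound addition; 15 min later, nickel and streptavidin beads were added and left 90 min prior to AlphaScreen measurement.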
Luc counter: Counterscreen for Luciferase (Kinase-Glo TM) Inhibition; Potency, µM (top dose mostly 38.3 µM), inactives show at the highest dose activity change, negative = inhibition, most hits filed as inhibitors; Luciferin 4-monooxygenase (Photuris pensylvanica), Q27757; Kinase-Glo luciferase, ATP luminescence, 8 min; AID 1379, 2008; 200,000 compounds, 0.28% hits; note: potency is the fitted concentration of half-maximal effect; % is set by controls: 0 for no effect and ±100 for the full control effect; nearly all actives have a fitted effect of over 60% in size
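Kinase-Glo luciferase light output from ATP and luciferin was measured with 10 uM ATP, within the enzyme's linear range. Buffer: 50 mM imidazole pH 7.2, 50 mM KCl, 7 mM MgCl2, 0.01% Tween 20, 0.05% BSA; luminescence read after 8 min at ambient temperature.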
NPSR antag: qHTS Assay for Antagonists of the Neuropeptide S Receptor: cAMP Signal Transduction; CHO-NPSR cells, cAMP TR-FRET, antagonist mode; Q6W5P4; AID 1461, 2008; 220,000 compounds, 1% hits; Potency, µM (top dose mostly 38.3 µM), inactives show at the top dose activity change, negative = inhibition, usual class: inhibitors; note: potency is the fitted concentration of half-maximal effect; % is set by controls: 0 for no effect and ±100 for the full control effect; nearly all actives have a fitted effect of over 50% in size; many of its hits are not listed in these tables
IMPase Li inh: qHTS Assay for Identifying the Cell-Membrane Permeable IMPase Inhibitors: Potentiation with Lithium | Potency, µM (titrated, usually from 59.4 µM), inactives show at the top dose activity, negative = IMPase inhibition, usual class: inhibitors | AID 1457, 2008 | CHO-M1 cells, IP1 TR-FRET (IP-One), carbachol + lithium | 210,000 compounds, 0.35% hits;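 note: IP1 builds up when IMPase is blocked and the TR-FRET signal falls; potency is the fitted concentration of half-maximal effect; plate controls were basal vehicle for no effect and high inhibitor control for full effect; nearly all actives have a fitted effect of over 50% in size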
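Steps: plate 2000 CHO-M1 cells per well and culture 16–30 h; add compound and lithium; incubate 30 min, 37C; add d2-IP1 tracer and Eu cryptate anti-IP1 antibody in lysis buffer; read after 10 min at room temperature.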
aGal spleen mod: qHTS Assay for Inhibitors and Activators of Human alpha-Galactosidase From Spleen Homogenate; human spleen homogenate, 4MU-alpha-Gal fluorescence, 40 min; Potency, µM (top dose mostly 80 µM), inactives show at the top dose activity change, negative = inhibition, usual class: inhibitors; 240,000 compounds, 0.008% hits; AID 2107, 2009;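 note: potency is the fitted concentration of half-maximal effect; 0% = enzyme with vehicle and -100% = no enzyme basal signal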
Target sequence (P06280 32-429 limits assumed): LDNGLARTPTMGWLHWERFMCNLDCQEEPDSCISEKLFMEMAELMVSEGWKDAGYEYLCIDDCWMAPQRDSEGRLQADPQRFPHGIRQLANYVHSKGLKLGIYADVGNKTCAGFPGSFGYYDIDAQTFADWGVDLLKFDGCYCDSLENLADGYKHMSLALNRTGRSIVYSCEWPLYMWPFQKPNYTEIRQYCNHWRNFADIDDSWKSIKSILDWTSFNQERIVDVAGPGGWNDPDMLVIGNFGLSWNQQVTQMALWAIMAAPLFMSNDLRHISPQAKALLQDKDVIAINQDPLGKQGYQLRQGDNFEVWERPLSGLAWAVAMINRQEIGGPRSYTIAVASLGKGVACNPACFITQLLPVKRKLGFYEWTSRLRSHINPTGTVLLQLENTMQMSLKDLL
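Inhibition or activation of alpha-galactosidase in human spleen homogenate is scored by 4-MU fluorescence after 40 min at 37C, pH 5.0, with 1 mM substrate. AC50s come from concentration-response fitted to the Hill equation.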
Lamin A splicing: qHTS Assay for Modulators of Lamin A Splicing; Potency, µM (highest dose often 46.1 µM), for the others: top-dose ratio change, negative = inhibition, actives largely listed as inhibitors; 200,000 compounds, 0.01% hits; HeLa LMNA splicing GFP/RFP minigene ratio, 48 h; active = well fitted inhibition curve with a large enough effect in the signal ratio, with a control signal flat, not every such curve was filed as active; inconclusive = small, poorly fitted or top-dose-only effect, or effect the other way, or a change in a side signal; the % refers to the signal ratio; note: potency is the fitted concentration of half-maximal effect; % is set by controls: 0 for no effect and ±100 for the full control effect
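Read-out is the ratio of GFP to DsRed2 object intensity, acquired by 488 nm laser-scanning cytometry on HeLa lamin A-EGFP minigene reporter cells. Compound incubation 48 hrs at 37 °C in Opti-MEM with 2% FBS; DMSO 0.5% final.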
Active calls of the source: *; u = inconclusive; x = no result given; [ ] = dose if it differs, or a comment. Unless noted, calls come from the whole dose curve; as a rule, active = well fitted curve in the direction sought with a large enough effect; inconclusive = small, poorly fitted or top-dose-only effect, or another doubt; inactive = no such curve, though single readings can be large; an effect the other way counts as inactive or inconclusive. An excerpt; the hit share may differ from the screen's.

SMILES	Epigenetic derep	CBFb-RUNX1 inh	Luc counter	NPSR antag	IMPase Li inh	aGal spleen mod	Lamin A splicing
COc1ccc(OC)c(N/C(=N\c2nc(C)cc(C)n2)NC(=O)c2ccco2)c1	-0.1%	12%	-2%	-15%[46.1 µM]	32%[activator][38.3 µM]	6%	11%
CC(C)CCN(C(=S)Nc1cccc(F)c1)C(C)c1cccs1 (stereo not given)	u	4%	3%	-46%	3%	5%	x
CCOc1ccc(/C=C2\SC(=S)N(CCC(=O)O)C2=O)cc1	-1.0%	5%	x	-25%	x	-2%	x
COC(=O)c1c(CSc2cccc(C)c2)noc1C(=O)NCc1ccco1	1.1%	-3%	-4%	-18%[46.1 µM]	17%[38.3 µM]	1%	0%
CC(C)C1OC(c2cccc(NC(=O)c3cccs3)c2)OCC1(C)C (stereo not given)	-2.2%	1%	-1%	-60%	u	-6%	x
CCC(=O)Nc1sc(C(=O)OC)c(C)c1C(=O)OC	-0.9%	4%	1%	-12%[46.1 µM]	6%[38.3 µM]	8%	-5%
O=C(CSc1ccc2nnc(-c3cccc(F)c3)n2n1)N1CCCc2ccccc21	3.3%	-9%	-1%	-13%	u	6%	-2%
O=C(NCC1CCCO1)C(c1cccs1)N(C(=O)c1ccc(CN2CCOCC2)o1)c1ccc(Cl)cc1 (stereo not given)	1.0%	5%	0%	10%	-8%	-2%	-13%
CCOc1ccc2nc(SCC(=O)Nc3cc4c(cc3C(C)=O)OCO4)[nH]c2c1	-0.9%	3%	1%	-17%[46.1 µM]	2%[38.3 µM]	-6%	6%[0.0737 µM]
CCOc1ccc(NC(=O)Nc2cnccn2)cc1	2.1%	4%	-4%	8%	0%	7%	x
CCCCn1c(N)c(N(CCC(C)C)C(=O)COC(=O)c2ccco2)c(=O)[nH]c1=O	-1.2%	2%	1%	-3%[46.1 µM]	-2%[38.3 µM]	3%	-5%
S=C(NCc1ccccc1)Nc1cccc(Cl)c1	-1.0%	5%	0%	-19%	5%	-10%	u
CN(C(=O)COC(=O)c1ccc2c(=O)n3c(nc2c1)CCC3)c1ccccc1	0.9%	-5%	-3%	11%	6%	-6%	2%
O=S(=O)(/N=C(/Nc1cc(N2CCOCC2)ncn1)c1ccccc1)c1ccccc1	-1.1%	5%	1%	-1%[46.1 µM]	8%[38.3 µM]	-5%	7%
CC(C)N1C(=O)NC2(c3ccccc3)N(C)C(=O)N(C)C12c1ccccc1 (stereo not given)	0.3%	1%	4%	16%	-10%	3%	-3%
COc1cc(/C=N\Nc2ccc([N+](=O)[O-])cn2)ccc1OCC(=O)O	-3.4%	2%	0%	-12%	0%	1%	x
O=C(/C=C/c1ccc(F)cc1)N1CCN(S(=O)(=O)/C=C/c2ccccc2)CC1	6.3%	-12%	-1%	2%	-4%	4%	-29%[46 µM]
Cc1ccc(-n2c(N)c(Br)c(=O)[nH]c2=O)cc1C	-3.1%	6%	2%	3%	3%	4%	u
Cc1ccc(C)c(-n2c(-c3ccc(Br)cc3)csc2=NC(=O)c2ccccc2F)c1	1.1%	2%	x	u	x	1%	x
Cc1nn(-c2ccccc2)c(C)c1/C=N/O	0.9%	2%	-5%	-4%[46.1 µM]	21%[38.3 µM]	-7%	14%
COc1ccc(-c2nnc(SCC(=O)c3cc(C)n(Cc4cccs4)c3C)o2)cc1	0.0%	12%	0%	-8%[46.1 µM]	32%[activator][38.3 µM]	4%	29%
Cc1cccc(NC(=S)NC(C)(C)CC(C)(C)C)c1	-0.1%	4%	-2%	-44%	12%	6%	-11%[46 µM]
O=C(CSc1nnnn1-c1ccccc1F)NNC(=O)c1ccco1	-0.2%	-5%	-2%	-7%	1%	-2%	12%[46 µM]
CCn1c(CNC(=O)c2ccc(OC)c(OC)c2)nnc1SCC(=O)Nc1ccc(OC)cc1	17%	2%	0%	3%	-8%	1%	6%

Continued, starting with the last 3 of the part before.
SMILES	Epigenetic derep	CBFb-RUNX1 inh	Luc counter	NPSR antag	IMPase Li inh	aGal spleen mod	Lamin A splicing
Cc1cccc(NC(=S)NC(C)(C)CC(C)(C)C)c1	-0.1%	4%	-2%	-44%	12%	6%	-11%[46 µM]
O=C(CSc1nnnn1-c1ccccc1F)NNC(=O)c1ccco1	-0.2%	-5%	-2%	-7%	1%	-2%	12%[46 µM]
CCn1c(CNC(=O)c2ccc(OC)c(OC)c2)nnc1SCC(=O)Nc1ccc(OC)cc1	17%	2%	0%	3%	-8%	1%	6%
Cc1c(Cc2ccccc2)c(=O)oc2cc(OCc3ccc(C(=O)O)cc3)ccc12	-2.4%	2%	1%	-41%	-6%	10%	14%[46 µM]
Cc1[nH]c2ccccc2c1C(=O)CSc1n[nH]c(N)n1	-0.5%	8%	1%	15%	-3%	-5%	x
CN(C)c1ccc(C=NCCC2(O)CCOC(C)(C)C2)cc1 (stereo not given)	0.0%	-4%	-1%	11%[46.1 µM]	-1%	-4%	-10%
Cc1ccccc1NC(=S)N(C)C1(c2ccccc2Cl)CCCCC1=O (stereo not given)	0.1%	-2%	-1%	-23%[46.1 µM]	-3%[38.3 µM]	8%	11%
O=C(c1cccs1)c1cn(CC(=O)N2CCc3ccccc3C2)c2ccccc12	5.9%	-1%	x	u	x	1%	u
O=c1c(-c2cc3ccccc3o2)[n+]([O-])c2ccccc2n1OCc1ccccn1	-1.8%	9%	-15%	u	-2%[38.3 µM]	-6%	u
C[C@H](NC(=O)OCc1ccccc1)C(=O)NNC(=O)[C@H](C)NC(=O)OCc1ccccc1	-3.1%	1%	x	12%	x	-5%	x
S=C(NCCN1CCOCC1)NC1CCCCC1	1.0%	7%	x	20%	x	7%	x
CCOC(=O)Cc1csc(NC(=O)Nc2ccc(C)cc2)n1	1.6%	1%	x	-2%	x	2%	x
COC(=O)[C@H](COC(C)(C)C)NC(=O)O[C@@H]1Cc2cc(Br)ccc2O[C@H]1c1cccc(OC)c1	-0.1%	4%	-1%	x	21%	6%	x
CC(=O)O[C@@H]1C(CO[Si](C)(C)C(C)(C)C)=C(Br)C(=O)[C@@H]2O[C@]12C	3.4%	-1%	-2%	x	3%	1%	x
O=[N+]([O-])c1ccc(N2CCCCC2)cc1SCCO	-2.6%	-11%	0%	-16%	0%	-2%	18%[46 µM]
COC(=O)c1ccc(NC(=O)CN(c2ccc(C)cc2)S(=O)(=O)c2c(C)n[nH]c2C)cc1	-1.0%	-10%	x	u	x	-6%	u
Cn1c(C(=O)Nc2ccc3c(c2)OCO3)cc2sccc21	-3.9%	-13%	-4%	-11%[46.1 µM]	1%[38.3 µM]	10%	u
CNC(=O)CSc1nnc(-c2ccc(S(=O)(=O)N3CCCC3)cc2)n1-c1cccc(C)c1C	0.0%	-3%	2%	-5%[46.1 µM]	28%[38.3 µM]	-6%	0%
NC(=O)NCc1ccccc1F	-0.1%	11%	x	-17%	-2%	1%	x
CCn1c(SCC(=O)Nc2nonc2C)nnc1-c1ccoc1C	-4.5%	3%	5%	4%[46.1 µM]	5%[38.3 µM]	4%	13%
CCOC(=O)c1c(/N=C/c2cc([N+](=O)[O-])ccc2O)sc(C)c1C	0.0%	5%	0%	9%	-4%	-20%	-15%
O=C(CN1CCc2ccccc2C1)Nc1ccccc1N1CCCCCC1	-1.0%	-2%	-6%	u	34%[38.3 µM]	-1%	u
CCCS(=O)(=O)N1CCC(C(=O)NC2CCCCC2C)CC1 (stereo not given)	-2.1%	8%	x	-5%[46.1 µM]	x	2%	4%
O=C(O)c1ccccc1C(=O)N1N=C2/C(=C/c3cccc([N+](=O)[O-])c3)CCCC2C1c1cccc([N+](=O)[O-])c1 (stereo not given)	-4.2%	-8%	-3%	-25%	6%	-9%	x
COc1ccccc1Cc1noc(C(C)(C)NC(=O)c2ccccc2)n1	-10%	3%	x	-7%[46.1 µM]	x	16%	-8%
CCCC(=O)N1CCCC(c2nc(-c3cccc(OC)c3)no2)C1 (stereo not given)	-4.8%	5%	-3%	5%	3%	4%	u
COc1cccc(C2=NC(C)(C)NC(c3ccccc3O)C2)c1 (stereo not given)	9.7%	-3%	-5%	-13%[46.1 µM]	-7%[38.3 µM]	-9%	-7%
c1cc2cn[nH]c2cc1NC1CCCCCC1	-8.5%	-11%	0%	-17%[46.1 µM]	6%[38.3 µM]	0%	14%
Cc1ccc(C)c(-c2cc(C(=O)NCc3cccs3)c3ccccc3n2)c1	-1.4%	11%	-1%	-15%[46.1 µM]	8%[38.3 µM]	-10%	-9%
COc1ccc(NC(=O)N2CC[C@@]3(CCCN(C(=O)c4cccc(F)c4)C3)C2)cc1	x	x	-1%	x	9%	-10%	x
O=C(NCCN1CCN(C(=O)C(c2ccccc2)c2ccccc2)CC1)C(=O)Nc1ccccc1	-2.1%	3%	-3%	-18%[46.1 µM]	1%[38.3 µM]	-9%	1%
CC(=O)NCc1ccc(S(=O)(=O)N/N=C/c2ccc(N(C)C)cc2)cc1	-1.5%	0%	0%	2%	16%	-8%	-7%
CCC(=O)Nc1nnc(-c2ccco2)o1	-1.0%	-3%	2%	-1%[46.1 µM]	-2%[38.3 µM]	-3%	-2%
O=C(O)c1cc(NS(=O)(=O)c2ccc(N3CCCCC3)c([N+](=O)[O-])c2)cc(C(=O)O)c1	0.0%	0%	-1%	11%	-1%	9%	-3%
CCCCNC(=O)Cn1cnc2ccc(S(=O)(=O)N3CCC(C)CC3)cc2c1=O	-0.2%	2%	x	-12%	-8%	1%	x
O=C(c1cc(N2C(=O)C3C4CCC(C4)C3C2=O)ccc1Cl)N1CCN(c2ccccc2)CC1 (stereo not given)	0.0%	4%	2%	17%	10%	-2%	u
CN(CCc1ccccn1)Cc1ccc(Cl)cc1Cl	0.0%	-2%	0%	-2%[46.1 µM]	-3%[38.3 µM]	3%	-4%
c1ccc(SCCc2ccncc2)cc1	-2.3%	3%	-1%[7.66 µM]	-4%[46.1 µM]	13%	-9%	7%
CC(NC(=O)OC1CCCCC1)N1C(=O)C2C3C=CC(C3)C2C1=O (stereo not given)	0.9%	2%	-4%	-4%[46.1 µM]	-13%[38.3 µM]	-8%	-2%
